Screens: PubChem, National Center for Advancing Translational Sciences (NCATS)
GAA glycogen: inhibitors or activators of human alpha-glucosidase glycogen cleavage. P10253. Potency, µM (series often up to 76.4 µM), for inactives: at the top dose activity change, negative = inhibition, usual class: inhibitors. recombinant GAA, glycogen substrate, Amplex Red glucose oxidase fluorescence. 0.38% of 300,000 active;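 also: 0% = full enzyme reaction and -100% = no-enzyme basal signal; the screen sought inhibitors and activators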
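Recombinant enzyme (4 nM final) with compounds titrated up to 77 uM and bovine liver glycogen (30 ug) in citrate pH 5.0, 0.01% Tween-20, 37 C 40 min. Released glucose detected by Amplex Red/glucose oxidase (Ex 573/Em 610); AC50 from Hill fits.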
NPSR antag: antagonists of human neuropeptide S receptor cAMP signaling. Potency, µM (top dose mostly 38.3 µM), for inactives: at the top dose activity change, negative = inhibition, actives largely listed as inhibitors. Q6W5P4. CHO-NPSR cells, cAMP TR-FRET, antagonist mode. AID 1461. 1% of 220,000 active; also: % is scaled to controls: 0 for no effect and ±100 for the full control effect; nearly all actives have a fitted effect of over 50% in size; many of its hits are not listed in these tables
Target sequence (Q6W5P4 whole entry, looked up): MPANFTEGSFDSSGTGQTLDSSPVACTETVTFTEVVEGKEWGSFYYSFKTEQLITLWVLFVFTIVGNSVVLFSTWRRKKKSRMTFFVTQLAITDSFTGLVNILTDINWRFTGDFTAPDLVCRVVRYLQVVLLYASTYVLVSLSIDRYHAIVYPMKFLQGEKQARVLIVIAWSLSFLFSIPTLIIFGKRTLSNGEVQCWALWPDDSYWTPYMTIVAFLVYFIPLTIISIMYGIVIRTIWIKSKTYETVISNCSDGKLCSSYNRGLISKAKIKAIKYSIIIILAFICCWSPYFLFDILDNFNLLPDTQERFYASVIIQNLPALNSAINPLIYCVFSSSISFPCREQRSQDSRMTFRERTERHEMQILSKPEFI
GLA spleen mod: inhibits or activates alpha-galactosidase in human spleen homogenate. P06280. Potency, µM (highest dose often 80 µM), for inactives: at the top dose activity change, negative = inhibition, most hits filed as inhibitors. 0.008% of 240,000 active. AID 2107. human spleen homogenate, 4MU-alpha-Gal fluorescence, 40 min;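 also: 0% = enzyme with vehicle and -100% = no enzyme basal signal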
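Human spleen homogenate (1 ug) as enzyme source, 4-methylumbelliferyl-alpha-D-galactopyranoside 1 mM final, citrate/phosphate pH 5.0 with 0.01% Tween-20. Compounds 40 min at 37C, NaOH/glycine stop; fluorescence Ex 365/Em 440, Hill-fit AC50.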
ALDH1A1 inh: blocks purified human ALDH1A1 activity; Potency, µM (top dose mostly 75.3 µM), for the others: at the top dose activity, negative = inhibition, most hits filed as inhibitors; Purified ALDH1A1, NADH fluorescence, propionaldehyde substrate; P00352; 7.3% of 220,000 active; active = well fitted inhibition curve with a large enough effect, not every such curve was filed as active; inconclusive = small, poorly fitted or top-dose-only effect, or another doubt; inactive = no such curve, though single readings can be large or run the other way;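 also: plate controls were no enzyme wells and a reference inhibitor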
Target sequence (P00352 whole entry, looked up): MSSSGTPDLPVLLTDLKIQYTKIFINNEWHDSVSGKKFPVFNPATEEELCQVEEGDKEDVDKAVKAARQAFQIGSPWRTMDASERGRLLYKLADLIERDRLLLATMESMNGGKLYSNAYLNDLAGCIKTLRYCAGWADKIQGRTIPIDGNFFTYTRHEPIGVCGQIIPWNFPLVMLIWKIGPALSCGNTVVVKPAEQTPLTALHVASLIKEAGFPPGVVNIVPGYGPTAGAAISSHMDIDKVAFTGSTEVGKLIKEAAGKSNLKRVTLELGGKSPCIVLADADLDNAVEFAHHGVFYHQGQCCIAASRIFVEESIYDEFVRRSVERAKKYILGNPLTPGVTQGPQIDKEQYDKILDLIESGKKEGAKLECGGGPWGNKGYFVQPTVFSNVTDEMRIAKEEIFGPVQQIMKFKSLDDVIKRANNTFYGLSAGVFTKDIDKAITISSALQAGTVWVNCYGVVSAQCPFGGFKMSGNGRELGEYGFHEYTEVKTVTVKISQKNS
GAA inh: alpha-glucosidase (human) inhibition | purified human GAA, 4-MU-alpha-glucoside fluorescence | Potency, µM (series often up to 76.9 µM), without a hit: at the top dose activity change, negative = inhibition, hits mostly inhibitors | 0.005% of 200,000 active;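 also: plate controls were uninhibited enzyme wells for no effect and no-enzyme background for full effect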
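Fluorogenic assay: 4 nM human alpha-glucosidase with 400 uM 4-methylumbelliferyl-alpha-D-pyranoside in 50 mM citrate/phosphate, 0.005% Tween-20, pH 5.0, 20 min at room temperature. Compounds tested up to 77 uM; AC50 from Hill fits.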
aGlu spleen mod: inhibits or activates alpha-glucosidase in human spleen homogenate | Potency, µM (highest dose often 79.9 µM), for the others: top-dose activity change, negative = inhibition, most hits filed as inhibitors | P10253 | AID 2112 | human spleen homogenate, 4-MU-alpha-glucoside fluorescence | 0.006% of 240,000 active;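 also: 0% = enzyme with vehicle and -100% = no enzyme basal signal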
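Compounds were titrated against alpha-glucosidase in spleen homogenate at pH 5.0, with 1 mM 4-methylumbelliferyl substrate for 40 min at 37 C. Reactions were quenched with pH 10 NaOH/glycine and fluorescence measured.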
Tau fluor counter: counter-screen for tau fibril formation inhibitors | tau K18 P301L Alexa594 fluorescence, heparin fibrillization | Potency, µM (highest dose often 57.7 µM), inactives show at the top dose activity change, negative = decrease | 0.93% of 280,000 active; also: % is scaled to controls: 0 for no effect and ±100 for the full control effect; nearly all actives have a fitted effect of over 55% in size
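Human tau K18 P301L (15 uM unlabeled, 0.24 uM Alexa 594-labeled) in 100 mM sodium acetate pH 7 with 20 uM heparin, 6 hr at 37 C. ThT 30 uM added, 1 hr ambient; Alexa 594 FP and total fluorescence read at 555/632 nm.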
Epigenetic derep: epigenetic control regulation, reporter derepression. murine LDR cells, GFP reporter derepression, 30 h. Potency, µM (doses to about 53.9 µM), for the others: top-dose GFP activation, actives largely listed as activators. 0.2% of 280,000 active. AID 1865; also: % of control where 0% means no effect; nearly all actives have a fitted effect of over 60% in size
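In this reporter-derepression format, murine cells bearing a silenced integrated CMV-GFP locus incubate with test compound (30 h, 37 C), then are washed and imaged; fluorescent objects of 20–120 um count as induced cells.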
The depositor's hits bear a star; ? = inconclusive; nt = no result given; [ ] = remark or other dose. Unless noted, calls follow the shape of the dose curve; as a rule, active = well fitted curve in the direction sought with a large enough effect; inconclusive = small, poorly fitted or top-dose-only effect, or another doubt; inactive = no such curve, though single readings can be large; an effect the other way counts as inactive or inconclusive. Potency is read from the fitted curve at half-maximal effect. Not all compounds are listed. The share of hits here may be higher or lower than overall.

Labels used below – A = GAA glycogen; B = NPSR antag; C = GLA spleen mod; D = ALDH1A1 inh; E = GAA inh; F = aGlu spleen mod; G = Tau fluor counter; H = Epigenetic derep
> O=C(COC(=O)CCCNC(=O)c1ccc(Cl)cc1)Nc1cc(Cl)ccc1Cl
  A = 0%	B = 4%	C = 2%	D = 11%	E = -4%	F = 12%	G = -22%	H = -2.5%

> CCOc1ccc2cc(C#N)c(SCC(=O)NC(C)CC)nc2c1 (configuration not stated)
  A = 1%	B = 6.3µM*	C = -15%	D = 7%	E = 1%	F = 1%	G = 3%	H = 3.2%

> O=C1Nc2ccccc2N(O)N1c1ccc(Cl)c(Cl)c1
  A = 6%	B = 4%	C = -10%	D = 11%	E = -9%	F = nt	G = -6%	H = -1.2%

> O=C(COc1ccc([N+](=O)[O-])cc1)Nc1ccc(CN2CCOCC2)cc1
  A = -8%	B = 11%	C = -2%	D = -8%	E = -1%	F = 5%	G = -5%	H = 3.0%

> C(=N\N1CCOCC1)/c1cccs1
  A = -6%	B = 7%	C = 4%	D = 1%	E = -1%	F = 4%	G = -11%	H = 0.1%

> COC(=O)c1c(C(=O)OC)c(C)n(Cc2cccnc2)c1C
  A = 2%	B = 0%[46.1 µM]	C = 9%	D = -1%	E = -4%	F = 4%	G = 5%	H = -1.0%

> O=C(CSc1nnc(COc2ccccc2)n1Cc1ccco1)c1ccc(F)cc1
  A = -7%	B = ?	C = -8%	D = ?	E = ?	F = -11%	G = -10%	H = -2.3%

> O=S(=O)(c1ccccc1)N(CC(F)(F)F)c1ccc(C(O)(C(F)(F)F)C(F)(F)F)cc1
  A = nt	B = nt	C = 0%	D = 17%	E = nt	F = -6%	G = -28%	H = 0.2%

> COc1cc(/C=N/NC(=O)c2ccc(COc3cc(C)ccc3C(C)C)cc2)cc(OC)c1O
  A = -6%	B = -38%	C = 6%	D = -3%	E = -7%	F = 6%	G = ?	H = 0.0%

> Cc1[nH]c(=O)[nH]c(=O)c1NS(=O)(=O)c1ccccc1
  A = 10%	B = 10%	C = -3%	D = 10%	E = 9%	F = -6%	G = -4%	H = -0.1%

> CC(C)CC(=O)Nc1ccnc(-c2ccncc2)n1
  A = -3%	B = 9%	C = -1%	D = -4%	E = -4%	F = 5%	G = 1%	H = -0.9%[10.1 µM]

> CCCC(=O)Nc1nnc(-c2ccco2)s1
  A = -3%	B = -11%[46.1 µM]	C = 4%	D = ?	E = 9%	F = 2%	G = 8%	H = 2.6%

> COc1cccc(C(=O)NCC(=O)N/N=C(C)\C=C\c2ccccc2)c1
  A = -2%	B = -8%	C = 3%	D = -2%	E = -6%	F = -5%	G = -9%	H = -4.1%

> Clc1cccc(N/N=C/c2ccc(N3CCOCC3)cc2)c1
  A = ?	B = -12%[46.1 µM]	C = 1%	D = ?	E = -8%	F = -1%	G = ?	H = -1.2%

> COc1ccccc1N1CCN(C(=O)CSc2nc3ccccc3c(=O)n2CC2CCCO2)CC1 (configuration not stated)
  A = 7%	B = -21%[46.1 µM]	C = 0%	D = ?	E = -1%	F = -9%	G = -8%	H = 0.0%

> CCN(CC)S(=O)(=O)c1cccc(C(=O)Nc2ccc(Cl)cn2)c1
  A = 1%	B = -19%[46.1 µM]	C = 6%	D = 11%	E = -8%	F = -5%	G = -25%	H = -1.0%

> NC(=O)[C@H](Cc1cc2ccccc2s1)NC(=O)[C@@H]1CC2(CC(c3cccc(NC(=O)[C@@H]4CCC(=O)N4)c3)=NO2)CN1C(=O)/C=C/c1c(F)cccc1Cl (some centres not stated)
  A = -12%	B = -17%[46.1 µM]	C = -2%	D = 2%	E = -2%	F = -1%	G = -24%	H = -1.2%

> CC(C)=CC1C(C(=O)Nc2ccc(Br)cn2)C1(C)C (configuration not stated)
  A = -5%	B = ?	C = -3%	D = -7%	E = -10%	F = -6%	G = -13%	H = -1.1%

> CCC(C)NC(=O)C(=O)NC1CCCC1 (configuration not stated)
  A = 1%	B = 9%	C = -3%	D = 8%	E = 6%	F = -1%	G = -2%	H = -3.2%

> C#CCCCCCCCCC(=O)NCCCC
  A = 6%	B = -2%	C = -4%	D = 3%	E = 2%	F = -5%	G = -2%	H = -0.1%

> O=C(c1ccc2nc(-c3ccco3)c(-c3ccco3)nc2c1)N1CCN(c2ncccn2)CC1
  A = 1%	B = -7%[46.1 µM]	C = 4%	D = ?	E = 2%	F = -5%	G = -19%	H = -0.9%

> Cc1ccc(C(=O)Nc2ccc(C(=O)N/N=C/c3c[nH]c4ccccc34)cc2)cc1
  A = 5%	B = -28%	C = 2%	D = ?	E = -3%	F = -4%	G = 14µM*[quencher]	H = -1.1%

> Cc1ccc(-c2cc(-c3ccc(Cl)cc3)c(C#N)c(N)n2)o1
  A = -9%	B = -19%[46.1 µM]	C = ?	D = ?	E = ?	F = 29%	G = -13%	H = ?

> CCCCN1C(=O)CN(CCc2ccccc2)C(=O)C1c1ccc(OC)cc1 (configuration not stated)
  A = -7%	B = -8%[46.1 µM]	C = 0%	D = 12%	E = 5%	F = -7%	G = -3%	H = -2.0%

> Cc1ccc(NC(=S)N2CCN(c3ncccn3)CC2)cc1C
  A = -3%	B = 2%	C = -5%	D = ?	E = 1%	F = -13%	G = -4%	H = -1.0%

> CCOC(=O)c1nn(-c2cccc(C)c2)c2nc(-c3ccccc3)c(C#N)c(=O)n12
  A = -3%	B = 21%[46.1 µM]	C = 18%	D = ?	E = -7%	F = -7%	G = -9%	H = -3.5%

> Cn1c(=O)c2cc(S(=O)(=O)Nc3ccc4c(c3)OCO4)ccc2n(C)c1=O
  A = -17%	B = 0%[46.1 µM]	C = 2%	D = ?	E = -2%	F = -20%	G = -3%	H = 0.0%

> Cn1c(=O)c2c(nc(N3CCOCC3)n2CC(=O)C23CC4CC(CC(C4)C2)C3)n(C)c1=O
  A = 1%	B = -17%[46.1 µM]	C = 3%	D = ?	E = -9%	F = -4%	G = -11%	H = -1.0%

> Cc1[nH]c(=O)[nH]c(=O)c1S(=O)(=O)N1c2ccc(F)cc2CCC1C (configuration not stated)
  A = -4%	B = 16%[46.1 µM]	C = -5%	D = ?	E = -8%	F = -2%	G = -11%	H = -9.5%

> CNC(=O)C(=O)Nc1ccc(C)cc1C
  A = 9%	B = 7%	C = 4%	D = 1%	E = 14%	F = 7%	G = -2%	H = -4.3%

Next section.
Compound,GAA glycogen,NPSR antag,GLA spleen mod,ALDH1A1 inh,GAA inh,aGlu spleen mod,Tau fluor counter,Epigenetic derep
NC(=O)Cn1cc(C(=O)c2cccs2)c2ccccc21,0%,-8%[46.1 µM],8%,-4%,-3%,-12%,-7%,1.0%
COc1ccc2c(Cl)c(C(=O)NN3CCN(C)CC3)sc2c1,-9%,13%,0%,?,11%,-5%,3%,3.5%
CCN(CC)CCN1C(=O)c2ccccc2NC1c1ccccc1F (configuration not stated),-21%,-14%[46.1 µM],4%,?,1%,-5%,-7%,-3.2%
Cc1cc(C)nc(SCc2cc(=O)c(OC(=O)c3cccc([N+](=O)[O-])c3)co2)n1,-22%,-20%[46.1 µM],-2%,0.056µM*,?,-2%,?,0.0%
O=C(Nc1ccccc1)Nc1ccccc1NS(=O)(=O)c1cccs1,3%,7%,5%,-3%,?,2%,-19%,1.1%
O=C(O)C1(O)C[C@H](O)C(O)[C@@H](O)C1 (some centres not stated),nt,nt,3%,-3%,nt,1%,-9%,-0.1%
Cc1ccc(S(=O)(=O)Nc2nc(C)c(NC(=O)Nc3ccc(Cl)cc3Cl)s2)cc1,?,-12%[46.1 µM],7%,-6%,-8%,-4%,14µM*[quencher],-1.1%
Cc1cc2c(cc1C)C(c1cc(Br)ccc1F)CC(=O)N2 (configuration not stated),5%,-38%,-3%,15%,5%,-2%,5%,0.0%
CC1=C(C)C(=O)N(CCC(=O)O)C1=O,-5%,2%[46.1 µM],10%,17%,-1%[15.4 µM],8%,-1%,1.7%
CCN(C(=O)COC(=O)c1cccnc1SC)C1CCS(=O)(=O)C1 (configuration not stated),-1%,3%[46.1 µM],-5%,14%,-13%,-10%,1%,-1.0%
CC1C/C(=C/c2cccn2C)C(=O)/C(=C/c2cccn2C)C1 (configuration not stated),-7%,?,-2%,3.5µM*,?,-14%,?,11µM*
O=C(N[C@H](C(=O)O)c1ccccc1)C1CCC(Cn2nnc3ccccc3c2=O)CC1 (some centres not stated),-4%,-15%,-5%,nt,nt,-2%,8%,5.9%

Single values from above:
`CC1=C(C)C(=O)N(CCC(=O)O)C1=O` – NPSR antag: 2%[46.1 µM]
`NC(=O)Cn1cc(C(=O)c2cccs2)c2ccccc21` – aGlu spleen mod: -12%

Not a retest: entries from further up.
Compound,GAA glycogen,NPSR antag,GLA spleen mod,ALDH1A1 inh,GAA inh,aGlu spleen mod,Tau fluor counter,Epigenetic derep
NC(=O)Cn1cc(C(=O)c2cccs2)c2ccccc21,0%,-8%[46.1 µM],8%,-4%,-3%,-12%,-7%,1.0%
COc1ccc2c(Cl)c(C(=O)NN3CCN(C)CC3)sc2c1,-9%,13%,0%,?,11%,-5%,3%,3.5%
CCN(CC)CCN1C(=O)c2ccccc2NC1c1ccccc1F (configuration not stated),-21%,-14%[46.1 µM],4%,?,1%,-5%,-7%,-3.2%
Cc1cc(C)nc(SCc2cc(=O)c(OC(=O)c3cccc([N+](=O)[O-])c3)co2)n1,-22%,-20%[46.1 µM],-2%,0.056µM*,?,-2%,?,0.0%

A different layout for three compounds above:
Second line of a record: GAA glycogen, NPSR antag, GLA spleen mod, ALDH1A1 inh, GAA inh, aGlu spleen mod, Tau fluor counter, Epigenetic derep
- CCC(C)NC(=O)C(=O)NC1CCCC1 (configuration not stated)
→ 1%, 9%, -3%, 8%, 6%, -1%, -2%, -3.2%
- C#CCCCCCCCCC(=O)NCCCC
→ 6%, -2%, -4%, 3%, 2%, -5%, -2%, -0.1%
- O=C(c1ccc2nc(-c3ccco3)c(-c3ccco3)nc2c1)N1CCN(c2ncccn2)CC1
→ 1%, -7%[46.1 µM], 4%, ?, 2%, -5%, -19%, -0.9%
